# DAX1 inh-1: DAX1 (NR0B1) inhibitors on StAR promoter, primary screen, cell-based, luminescence, SF-1 (NR5A1), full-length DAX-1. inhibition, % at 6.8 µM. hit rate 1.1% among 370,000. AID 652010, 2013. HEK293T StAR-luciferase reporter, SF-1/DAX-1 repression relief;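 active means inhibition above the mean over all tested compounds plus 3 SD, cut at about 3.6% in these data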;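 further: 0% = DAX-1 cells with DMSO and 100% = cells lacking DAX-1 with DMSO; higher inhibition means more luminescence from relief of DAX-1 repression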
# NR1D1 modulator: modulators of Rev-erb alpha DNA binding, primary screen, biochemical, FITC-DNA, fluorescence polarization, uHTS; AID 1259318, 2017; activity, % at 10 µM; hit rate 0.79% among 370,000; Rev-erbα–FITC-DNA binding, 90 min;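 active means activity above about 14%, limit read from the data; passing the limit was not always enough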;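 further: 0% = DMSO wells with 35 nM protein and 100% = DMSO wells with 750 nM protein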
# DAX1 inh-2: DAX1 (NR0B1) inhibitors, primary screen, cell-based, HEK293, Gal4-DAX1, luciferase luminescence | Nuclear receptor subfamily 0 group B member 1 (Homo sapiens), P51843 | HEK293 Gal4-DAX1 luciferase reporter | inhibition, % at 6.75 µM | hit rate 0.99% among 340,000 | AID 504766, 2011;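 active means inhibition above the mean over all tested compounds plus 3 SD, cut at about 4.2% in these data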;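 further: 0% = DAX1-transfected cells with DMSO and 100% = empty-vector control cells with DMSO; inhibition shows as a rise in luminescence from relieved DAX1 repression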
# Target sequence (P51843 207-470 limits assumed): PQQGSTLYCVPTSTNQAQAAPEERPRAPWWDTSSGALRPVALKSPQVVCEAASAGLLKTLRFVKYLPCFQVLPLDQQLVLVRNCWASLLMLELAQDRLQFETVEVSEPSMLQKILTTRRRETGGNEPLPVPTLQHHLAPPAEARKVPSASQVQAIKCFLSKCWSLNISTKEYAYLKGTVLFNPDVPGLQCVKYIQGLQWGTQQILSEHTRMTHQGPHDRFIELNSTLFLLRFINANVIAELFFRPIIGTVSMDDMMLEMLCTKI
# SMARCA2 activ: SMARCA2 (BRM) function activators, primary screen, cell-based, luminescence, high throughput; activation, % at 9.1 µM; AID 652017, 2013; hit rate 1% among 370,000; MG213 cells, MMTV-luciferase reporter, dexamethasone, overnight; in the data active means activation above about 7.8%;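 further: 0% = vehicle wells and 100% = reference activator wells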
# PLC-beta3 inh: human PLC-beta3 inhibitors, primary screen, biochemical, fluorescence; 1-phosphatidylinositol 4,5-bisphosphate phosphodiesterase beta-3 (Homo sapiens), Q01970; Purified PLC-beta3, fluorogenic substrate; inhibition, % at 12.2 µM; hit rate 0.18% among 370,000; AID 720704, 2013; in the data active means inhibition above about 11%;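 further: 0% = median of compound wells on plate and 100% = full blocker control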
# hcDAF12 agonist: H. contortus DAF-12 nuclear receptor activators, primary screen, cell-based, luminescence, HEK293, lit1-tk-luc reporter; AID 652067, 2013; activation, % at 6.8 µM; hit rate 1.4% among 370,000; HEK293 hcDAF-12 lit1-tk-luc reporter; 0% DMSO, 100% Δ7-dafachronic acid;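 active means activation above the mean of all tested compounds plus 3 SD, cut at about 5.5% in these data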;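 further: 100% = response to 3 µM Δ7-dafachronic acid high control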
# ssDAF12 agonist: S. stercoralis DAF-12 nuclear receptor activators, primary screen, cell-based, luminescence, HEK293, GRIP1 co-expression, lit1-tk-luc; Nuclear hormone receptor DAF-12 (Strongyloides stercoralis); HEK293 ssDAF-12/GRIP1 lit1-tk-luc reporter; % of 3 µM dafachronic acid response; activation, % at 6.8 µM; hit rate 1% among 370,000;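 active means activation above the mean over all tested compounds plus 3 SD, cut at about 0.9% in these data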;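 further: 0% = DMSO-only wells and 100% = 3 µM delta7-dafachronic acid wells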
# MBD2 inh: inhibitors of MBD2 binding to methylated DNA, primary screen, biochemical, TR-FRET, DNA-binding domain, human | Methyl-CpG-binding domain protein 2 (Homo sapiens), Q9UBB5 | MBD2 binding to methylated oligonucleotide | inhibition, % at 4.4 µM | hit rate 0.31% among 370,000 | AID 686964, 2013; in the data active means inhibition above about 13%
# Target sequence (Q9UBB5 whole entry, looked up, the tested form may be a part): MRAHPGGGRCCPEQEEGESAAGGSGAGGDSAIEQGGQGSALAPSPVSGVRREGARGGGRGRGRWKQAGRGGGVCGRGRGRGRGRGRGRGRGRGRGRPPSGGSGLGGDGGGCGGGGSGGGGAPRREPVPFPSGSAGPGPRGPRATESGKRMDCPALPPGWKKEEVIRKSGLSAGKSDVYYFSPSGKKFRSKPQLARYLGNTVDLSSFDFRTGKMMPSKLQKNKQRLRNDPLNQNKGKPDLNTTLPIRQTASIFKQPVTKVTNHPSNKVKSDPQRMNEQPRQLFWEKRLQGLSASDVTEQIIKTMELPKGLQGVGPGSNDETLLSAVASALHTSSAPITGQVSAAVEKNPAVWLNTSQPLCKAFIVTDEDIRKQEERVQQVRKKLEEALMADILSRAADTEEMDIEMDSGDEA
# ADAM17 inh: ADAM17 inhibitors, primary screen, biochemical, QFRET; Disintegrin and metalloproteinase domain-containing protein 17 (Homo sapiens), P78536; recombinant ADAM17, EDANS/DABCYL FRET peptide cleavage; AID 720648, 2013; hit rate 0.83% among 370,000; inhibition, % at 6.95 µM;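 active means inhibition above the mean of compounds lying between control limits plus 3 SD, set per campaign, cut at about 8.5% in these data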;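 further: 0% = DMSO-only wells as the low control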
# hgDAF-12 ag: H. glycines DAF-12 receptor agonists, primary screen, cell-based, luminescence, HEK293, GAL4 fusion, UAS-luciferase. HEK293 GAL4-hgDAF12 UAS-luciferase reporter, agonist luminescence; normalized to butyrate control. hit rate 1.8% among 370,000. Nuclear hormone receptor DAF-12 (Heterodera glycines), GAL4 fusion. activation, % at 6.8 µM;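 active means activation above a cutoff set at the mean of all screened compounds plus 3 SD, cut at about 10% in these data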;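 further: 0% = DMSO wells and 100% = sodium butyrate wells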
# PLCg1 inh: PLC-gamma1 enzyme inhibitors, primary screen, biochemical, fluorescence, purified enzyme. 1-phosphatidylinositol 4,5-bisphosphate phosphodiesterase gamma-1 (Homo sapiens), P19174. fluorogenic substrate. inhibition, % at 12.2 µM. hit rate 0.84% among 370,000. AID 720700, 2013; in the data active means inhibition above about 9.5%
# An asterisk follows results filed as active; · = not tested or not shown.
# Short keys: A = DAX1 inh-1; B = NR1D1 modulator; C = DAX1 inh-2; D = SMARCA2 activ; E = PLC-beta3 inh; F = hcDAF12 agonist; G = ssDAF12 agonist; H = MBD2 inh; I = ADAM17 inh; J = hgDAF-12 ag; K = PLCg1 inh
> COc1ccc(NC(=O)C2CCCN2S(=O)(=O)c2ccc(Cl)cc2)cc1 (stereo not drawn)
  A: 0.2 | B: 3 | C: -0.3 | D: -2 | E: -28 | F: -1.9 | G: -1.0 | H: -1 | I: 0 | J: 0.6 | K: 6
> CCCc1cc(=O)oc2cc(C)cc(OCC(=O)N3CCC(C(=O)O)CC3)c12
  A: 0.0 | B: 0 | C: 0.4 | D: 1 | E: -403 | F: -2.0 | G: -1.2 | H: 1 | I: -242 | J: 0.1 | K: -309
> CCOc1ccc(-c2noc(CCCC(=O)NC3CCCCC3)n2)cc1OC
  A: -0.3 | B: 0 | C: -1.1 | D: 0 | E: -3 | F: -2.3 | G: -0.5 | H: 3 | I: 2 | J: -0.6 | K: 0
> O=C1c2ccccc2C(=O)N1CCc1csc(-c2cccc(Cl)c2)n1
  A: 0.1 | B: 7 | C: -0.7 | D: -4 | E: 0 | F: -2.2 | G: -1.8 | H: 1 | I: -1 | J: 2.8 | K: -3
> COc1ccc(CNC(=O)O[C@H]2CN(C(=O)OC(C)C)N(C(=O)OC(C)C)[C@@H]3CN(S(=O)(=O)c4ccc(C)cc4)C[C@]23O)cc1OC
  A: -1.7 | B: 2 | C: -0.1 | D: -3 | E: 1 | F: -0.3 | G: -1.5 | H: 3 | I: -3 | J: -1.4 | K: -4
> COc1ccc(CC2NCCC3=CC(=O)CCC32)cc1O (stereo not drawn)
  A: 0.8 | B: -1 | C: -0.6 | D: 0 | E: -19 | F: -1.2 | G: -1.1 | H: 3 | I: -7 | J: -0.5 | K: -12
> NC(=O)[C@@H]1CCCNc2c(F)cc([N+](=O)[O-])cc2C(=O)N[C@@H](CCC(=O)O)C(=O)N[C@@H](CO)C(=O)N1
  A: -0.5 | B: -3 | C: 0.3 | D: 1 | E: -1 | F: -0.3 | G: -0.8 | H: -4 | I: -1 | J: 0.0 | K: 0
> COc1ccc(NC(=O)C(=O)c2cn(CC(=O)N3CCOCC3)c3ccccc23)cc1OC
  A: -0.8 | B: -5 | C: -0.4 | D: -2 | E: -11 | F: 0.3 | G: -1.2 | H: 4 | I: -3 | J: 0.5 | K: 6
> CCCCOc1ccc(CN2CCC(O)CC2)cc1
  A: 0.7 | B: -1 | C: 0.2 | D: -1 | E: 3 | F: 0.6 | G: -0.8 | H: 0 | I: 1 | J: 6.5 | K: 3
> COc1ccc(Br)cc1S(=O)(=O)n1c([N+](=O)[O-])cnc1C
  A: -0.3 | B: -4 | C: 0.4 | D: 0 | E: -8 | F: 1.4 | G: -1.6 | H: 1 | I: 1 | J: -1.2 | K: 1
> COCCn1c(=O)[nH]c2cc(C(=O)NCC3CCCO3)ccc2c1=O (stereo not drawn)
  A: 0.0 | B: 0 | C: 0.8 | D: -2 | E: -50 | F: -1.3 | G: -1.2 | H: 0 | I: -25 | J: 1.3 | K: -49
> CCN(CC)S(=O)(=O)c1ccccc1/C=N\O
  A: -0.3 | B: 0 | C: 1.9 | D: 0 | E: 0 | F: -2.0 | G: -1.7 | H: 4 | I: -4 | J: -6.3 | K: 0
> CCN(Cc1nc2cc(Cl)ccc2c(=O)[nH]1)C(=O)c1cc2c(s1)CCCCC2
  A: 0.9 | B: 54* | C: -0.1 | D: 0 | E: -6 | F: 3.2 | G: -0.6 | H: 4 | I: -4 | J: -1.7 | K: -1
> BrC(/C=N/N1CCN(Cc2ccccc2)CC1)=C/c1ccccc1
  A: -0.5 | B: 7 | C: 0.1 | D: -2 | E: -5 | F: -1.0 | G: -1.8 | H: 2 | I: -1 | J: -0.3 | K: 1
> CCn1c2ccccc2c2cc(C=Nn3c(-c4ccccc4C)n[nH]c3=S)ccc21
  A: -3.3 | B: 8 | C: · | D: -7 | E: -303 | F: -3.8 | G: -1.6 | H: 9 | I: -2 | J: 0.9 | K: -214
> O=C(CN1C(=O)COc2ccccc21)N1CCN(c2ccccc2F)CC1
  A: -0.2 | B: -4 | C: -1.1 | D: -2 | E: 3 | F: -2.1 | G: -0.9 | H: 4 | I: -2 | J: 2.2 | K: -1
> CC(C(=O)Nc1cccnc1)n1cc([N+](=O)[O-])cn1 (stereo not drawn)
  A: 0.3 | B: -1 | C: -1.4 | D: -1 | E: -8 | F: -0.1 | G: -1.8 | H: 1 | I: -3 | J: 1.3 | K: 1
> CC1=NN(c2nc(-c3ccccc3)cs2)C(=O)C1
  A: -1.3 | B: -7 | C: -1.7 | D: -1 | E: 2 | F: -2.5 | G: -1.6 | H: -4 | I: 8 | J: -5.4 | K: 3
> COC(=O)c1cn(NC(=O)Cc2ccccc2OC)c(=O)c2ccccc12
  A: -0.2 | B: 1 | C: 0.4 | D: -1 | E: -1 | F: 1.1 | G: -1.6 | H: -6 | I: 0 | J: 0.4 | K: -1
> CCCCc1nc2sc3c(c2c(=O)n1NC(=O)c1ccco1)CC(C)(C)OC3
  A: 0.1 | B: 2 | C: 0.9 | D: -4 | E: -9 | F: -0.2 | G: -1.1 | H: 6 | I: -5 | J: -3.4 | K: 1
> O=[N+]([O-])c1ccc(N=Nc2c(O)[nH]c3ccc(F)cc23)cc1
  A: 0.6 | B: -15 | C: -0.1 | D: -1 | E: -5 | F: -2.6 | G: -1.3 | H: 1 | I: -1 | J: 0.4 | K: 4
> NC(=O)Cc1ccc(C(=O)c2ccccc2F)s1
  A: -0.4 | B: -3 | C: 0.7 | D: -2 | E: 6 | F: -1.0 | G: -0.5 | H: 1 | I: 3 | J: 4.0 | K: 2

# Some entries already given, limited to DAX1 inh-1 and PLCg1 inh:
SMILES | DAX1 inh-1 | PLCg1 inh
COCCn1c(=O)[nH]c2cc(C(=O)NCC3CCCO3)ccc2c1=O (stereo not drawn) | 0.0 | -49
CCN(CC)S(=O)(=O)c1ccccc1/C=N\O | -0.3 | 0
CCN(Cc1nc2cc(Cl)ccc2c(=O)[nH]1)C(=O)c1cc2c(s1)CCCCC2 | 0.9 | -1
BrC(/C=N/N1CCN(Cc2ccccc2)CC1)=C/c1ccccc1 | -0.5 | 1
CCn1c2ccccc2c2cc(C=Nn3c(-c4ccccc4C)n[nH]c3=S)ccc21 | -3.3 | -214

# With a hit mark in NR1D1 modulator (from the list above):
SMILES	DAX1 inh-1	NR1D1 modulator	DAX1 inh-2	SMARCA2 activ	PLC-beta3 inh	hcDAF12 agonist	ssDAF12 agonist	MBD2 inh	ADAM17 inh	PLCg1 inh
CCN(Cc1nc2cc(Cl)ccc2c(=O)[nH]1)C(=O)c1cc2c(s1)CCCCC2	0.9	54*	-0.1	0	-6	3.2	-0.6	4	-4	-1

# Sorted by molecular weight (rising): some entries from above
# Short keys: A = DAX1 inh-1; B = NR1D1 modulator; C = DAX1 inh-2; D = SMARCA2 activ; E = PLC-beta3 inh; F = hcDAF12 agonist; G = ssDAF12 agonist; H = MBD2 inh; I = ADAM17 inh; J = hgDAF-12 ag; K = PLCg1 inh
> COCCn1c(=O)[nH]c2cc(C(=O)NCC3CCCO3)ccc2c1=O (stereo not drawn)
  A: 0.0 | B: 0 | C: 0.8 | D: -2 | E: -50 | F: -1.3 | G: -1.2 | H: 0 | I: -25 | J: 1.3 | K: -49
> COc1ccc(NC(=O)C2CCCN2S(=O)(=O)c2ccc(Cl)cc2)cc1 (stereo not drawn)
  A: 0.2 | B: 3 | C: -0.3 | D: -2 | E: -28 | F: -1.9 | G: -1.0 | H: -1 | I: 0 | J: 0.6 | K: 6
> CCCCc1nc2sc3c(c2c(=O)n1NC(=O)c1ccco1)CC(C)(C)OC3
  A: 0.1 | B: 2 | C: 0.9 | D: -4 | E: -9 | F: -0.2 | G: -1.1 | H: 6 | I: -5 | J: -3.4 | K: 1

# Compound activity (PubChem BioAssay)
